GSIS activator – GLuc luminescence reporter in INS-1E cells, primary screen for activators of glucose-dependent secretion of insulin. activation, % at 16.6 µM. INS-1E GLuc reporter insulin secretion, 2-3 h. 370,000 tested, 0.61% active;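 active means lowest replicate activation of at least 40%, so every replicate reaches that level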;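 further: 0% = median of neutral control wells and 100% = median of IBMX positive control wells; some compounds called inactive have numbers as strong as hits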
ERp5 block – inhibitors of ERp5-driven insulin aggregation, primary screen, biochemical, turbidity, absorbance 650 nm, single point; Protein disulfide-isomerase A6 (Homo sapiens), Q15084; 90 min; inhibition, % at 9.99 µM; 350,000 tested, 0.05% active; AID 651711, 2012;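 active means mean replicate inhibition above about 25%, with every replicate also reaching it, limit read from the data, passing the limit was not always enough; inconclusive means only one of those two criteria met; inactive means neither criterion met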
Target sequence (Q15084 whole entry, looked up): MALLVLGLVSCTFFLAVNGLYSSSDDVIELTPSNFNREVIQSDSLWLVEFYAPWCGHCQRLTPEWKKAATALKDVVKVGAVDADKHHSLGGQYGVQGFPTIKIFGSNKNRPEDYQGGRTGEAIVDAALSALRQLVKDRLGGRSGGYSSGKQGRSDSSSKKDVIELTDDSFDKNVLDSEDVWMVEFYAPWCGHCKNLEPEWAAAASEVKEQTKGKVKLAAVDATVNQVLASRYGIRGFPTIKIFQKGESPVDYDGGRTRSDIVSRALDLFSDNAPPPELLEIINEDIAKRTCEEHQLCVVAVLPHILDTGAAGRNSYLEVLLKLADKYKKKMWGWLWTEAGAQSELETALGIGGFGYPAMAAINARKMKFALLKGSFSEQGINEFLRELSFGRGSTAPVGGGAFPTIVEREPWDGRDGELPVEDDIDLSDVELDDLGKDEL
CFTR F508del cor – F508del CFTR correction, initial screen, CFBE line, single point | CFBE cells, YFP halide quenching; stimulated with forskolin plus potentiator P3; % fluorescence drop versus neutral controls | activity (quench increase), % at 7.58 µM | 350,000 tested, 0.36% active;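 active means mean added fluorescence quench of at least 8% versus neutral control, with both replicates also reaching 8%; inconclusive means only one of the mean or replicate conditions met; inactive means mean below 8% and not both replicates reaching 8%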;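 further: cells transiently co-express mutant CFTR-F508del with the halide-sensitive YFP; corrector assay measuring rescue of mutant channel to the surface after 24 h compound exposure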
Xi reactivation – activators of inactive X chromosome reactivation, primary screen, imaging, XiGFP fibroblasts, GFP high-content imaging, set 2; XiGFP mouse fibroblasts, % GFP-positive cells imaging, 3 d; cells co-treated with 5-aza-dC sensitizer; scaled so ellipticine positive control = 100%; activation, % at 7.58 µM; 360,000 tested, 0.055% active; AID 743238, 2013;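 active means mean normalized replicate activation at least 10% and every replicate at or above 10%; inconclusive means only one of the two criteria met; inactive means mean below 10% and not all replicates reach 10%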;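 further: 0% = median of on-plate neutral control wells and 100% = ellipticine 6 µM median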
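material = 68-5-11 XiGFP fibroblast line | medium = DMEM plus 5-aza-dC sensitizer | schedule = 3 days compound exposure | benchmarks = positive control ellipticine, 6 µM final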
ARNT TACC3 PPI – disruptors of ARNT/TACC3 protein interaction, primary screen, biochemical, AlphaScreen, single concentration. Transforming acidic coiled-coil-containing protein 3 (Homo sapiens), Q9Y6A5. inhibition, % at 9.99 µM. AlphaScreen His-ARNT PAS-B/GST-TACC3 binding, luminescence; TACC3 fragment carries E629A point mutation. 390,000 tested, 0.66% active;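 active means mean inhibition of replicates at least 50% and at least half of replicates each reaching 50%; inconclusive means half or more replicates reach 50% but mean below 50%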;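 further: 0% = complete ARNT plus TACC3 wells and 100% = ARNT alone without TACC3; many hits fall short of the cut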
PAX8 reporter – inhibitors of PAX8-driven TPO luciferase reporter, primary screen, RMG-I cells, single concentration | SteadyGlo, 24 h | inhibition, % at 12.6 µM | 360,000 tested, 1.2% active;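 active means mean replicate inhibition at least 60% with every replicate also reaching 60%; inconclusive means only one of the two criteria is met; inactive means mean below 60% and not all replicates reaching 60%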;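 further: luciferase light reporting Pax8 driven TPO promoter activity; plate controls were median of neutral control wells for no effect and mitoxantrone controls for full effect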
DENV2 CPE – inhibitors of DENV2 cytopathic effect, primary screen, cell-based, plate reader, single concentration. 350,000 tested, 1.7% active. CPE inhibition, % at 9.99 µM. DENV2-infected cells, cytopathic effect rescue; in the data active means CPE inhibition above about 20%, passing the limit was not always enough; inconclusive means no clear call, values can overlap the other calls; tested in BHK-21 cells;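 further: 0% = median of neutral control wells and 100% = median of positive control wells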
EWS-Fli block – EWS/Fli-driven NR0B1 reporter inhibitors, primary screen, A673 cells, NR0B1 luciferase, luminescence, MLPCN library; 350,000 tested, 0.67% active; AID 651661, 2012; inhibition, % at 12.6 µM; viability-normalised;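 active means mean inhibition of at least 50% after viability correction, with every replicate also passing that limit; inconclusive means mean reaches 50% but only one of two replicates passes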;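 further: firefly luciferase signal divided by Alamar Blue viability fluorescence both relative to DMSO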
* hit, by the source's call; ? = inconclusive; · = no result given; & = joins results of further samples.

SMILES | GSIS activator | ERp5 block | CFTR F508del cor | Xi reactivation | ARNT TACC3 PPI | PAX8 reporter | DENV2 CPE | EWS-Fli block
C[C@@H]1CN([C@@H](C)CO)S(=O)(=O)c2ccc(C3=CCCCC3)cc2O[C@@H]1CN(C)Cc1ccccc1F | -12 | 0 | 0.7 | -0.1 | 0 | · | -2 | 13
O=C(CCc1ccccc1)Nc1ccccc1C(=O)N1CCOCC1 | 27 | 0 | -1.1 | 0.0 | -4 | 0 | -4 | 12
COCC#Cc1cnc2c(c1)C(=O)N([C@H](C)CO)C[C@H](C)[C@@H](CN(C)C(=O)Cc1ccncc1)O2 | 8 | 8 | -1.3 | -1.2 | 21 | · | 9 | -4
COc1ccc(CNC(=O)C(c2ccncc2)N(C(=O)Cc2cccs2)c2cccnc2)cc1 (stereo not drawn) | 19 | 0 | -1.4 | 0.3 | 1 | -21 | 1 | 0
Cc1noc(C)c1NC(=O)Nc1cccc2c1O[C@H](CN(C)C(=O)NC(C)C)[C@H](C)CN([C@@H](C)CO)C2=O | 7 | 0 | -1.6 | -0.3 | 10 | -23 | -2 | -8
CCOC(=O)c1[nH]ncc1CN1CCCC(C(=O)c2ccc(C(C)(C)C)cc2)C1 (stereo not drawn) | -15 | -3 | 1.0 | 0.0 | 2 | 21 | · | 16
NC(=O)CCc1nc2cc(C(F)(F)F)ccc2n(Cc2ccccc2)c1=O | -8 | -2 | 1.3 | 0.0 | -7 | 8 | 14 | 17
CCCCN(CC)CCNC(=O)c1cc2c(=O)[nH]c3ccc(C)cc3c2s1 | -15 | 3 | -1.0 | -0.1 | 11 | 14 | 3 | 31
CCOC(=O)c1c(C)[nH]c(C(=O)COC(=O)CNC(=O)c2ccc(Cl)cc2Cl)c1C | -4 | · | · | 0.0 | 5 | -18 | · | ·
CCOc1cc(NC(=S)NCc2ccco2)c(OCC)cc1NC(=O)c1ccco1 | 6 | -2 | 2.3 | 0.2 | -3 | 6 | 7 | 5
CC(=O)N1CC(C)Sc2ccc(S(=O)(=O)NCc3ccc(Cl)cc3)cc21 (stereo not drawn) | -11 | 5 | 0.5 | 0.0 | -3 | 16 | -1 | ·
COc1cc2c(cc1OC)/C(=C/C(=O)c1ccc(OC)c([N+](=O)[O-])c1)NCC2 | 51* | -3 | 2.1 | 0.0 | 0 | 2 | 4 | 0
O=C(Nc1cccc(OC(F)(F)F)c1)C1Cc2c(-c3ccccc3Oc3ccccc3)ccnc2O1 (stereo not drawn) | · | 5 | 0.5 | 0.1 | · | 20 | -2 | 20
O=C(Nc1ccc2c(c1)CCC2)c1ccccc1Br | 28 | -6 | -0.2 | 0.0 | 3 | -164 | -6 | -77
O=C(C[C@H]1CC[C@H]2[C@@H](COC[C@H](O)CN2CCC(F)(F)F)O1)NCC1CC1 | 10 | 0 | -0.9 | 0.3 | 2 | -6 | ? | 2
O=C(Nc1cccc(Cl)c1)N1C[C@H]2[C@@H](c3ccccc31)[C@H](CO)N2Cc1ccncc1 | -4 | 2 | -5.1 | 0.2 | 1 | 32 | -5 | 3
N#Cc1ccc(-c2ccc([C@H]3[C@@H](CO)N4C(=O)CNC[C@H]34)cc2)cc1 | -10 | 6 | -0.9 | 0.0 | · | -35 | -1 | 1
C=CCNC(=O)c1onc(CS(=O)(=O)c2cc(C)cc(C)c2)c1C(=O)NCC=C | -14 | 1 | 0.0 | 0.1 | -24 | 6 | -15 | -1
O=C(N[C@H]1C=C[C@H](CC(=O)N2CCCCC2)O[C@@H]1CO)c1cccc(F)c1 | 3&12 | 0&-3 | -3.8&1.7 | 0.1&-0.2 | -19 | -10&-13 | 16&1 | 6&-1
C[C@@H]1CN([C@@H](C)CO)C(=O)c2cc(NC(=O)Nc3ccccc3)ccc2O[C@@H]1CN(C)S(=O)(=O)c1ccccc1 | -8 | 2 | 1.1 | 0.1 | -2 | 22 | 11 | 6
COc1cccc(-c2ccc([C@H]3[C@H]4CN(C(=O)C5CCOCC5)CC(=O)N4[C@H]3CO)cc2)c1 | 16 | -9 | -1.0 | 0.5 | · | -22 | 4 | -1
Cc1cccc(C)c1NC(=O)C1c2cccc[n+]2CC(=O)N1Cc1ccc2c(c1)OCO2 (stereo not drawn) | -13 | 7 | -0.5 | 0.2 | 7 | 15 | 5 | 4
CC(=O)Nc1ccc(NS(=O)(=O)c2ccc(CN3C(=O)c4cccnc4C3=O)cc2)cc1 | 13 | -5 | -0.1 | 0.1 | -4 | 10 | 1 | ·
CN(c1ccc(OCC(=O)NCCc2ccccc2)cc1)S(=O)(=O)c1ccc(Cl)cc1 | -9 | -3 | 2.2 | 0.1 | 8 | -25 | 11 | -18
C[C@H](NC(=O)C[C@@H]1CC[C@H]2[C@@H](COC[C@@H](O)CN2C)O1)c1ccccc1 | 16 | -3 | 0.1 | 0.4 | 4 | 1 | -2 | -3
Cc1cc(C)n2nc(C(=O)OCC(=O)N(Cc3ccccc3)C(C)C)nc2n1 | -5 | 0 | -1.6 | 0.1 | 3 | -6 | 4 | 5
COc1ccc2c3c([nH]c2c1)[C@@H](CO)N(C(=O)c1cccc(F)c1)CC31CN(C(=O)c2cccc(F)c2)C1 | -7 | 2 | -1.4 | 0.1 | · | -3 | 19 | 15
C=C(C)c1nc(Oc2ccccc2)nc(Oc2ccccc2)n1 | · | 2 | -6.3 | 0.2 | -27 | 97* | -1 | 42
CC(C)C[C@@H](CN1CCCC1CN1C(=S)NC[C@@H]1Cc1ccc(O)cc1)N1C[C@H](Cc2ccc(O)cc2)N(CC2CCCCCC2)C1=S (stereo partly drawn) | -4 | 1 | 5.5 | 0.0 | 4 | 82* | 41* | 22
NC(=O)CSc1nc(C23CC4CC(CC(C4)C2)C3)nc2ccccc12 | 25 | -3 | -1.1 | 0.4 | -10 | 29 | 1 | -9
CN(C)CCN(C(=O)c1ccc(S(=O)(=O)N2CCCC2)cc1)c1nc2ccc(Br)cc2s1 | -27 | 3 | -1.0 | 0.3 | -10 | -11 | 9 | -25
C[C@H](CO)N1C[C@H](C)[C@@H](CN(C)Cc2ccc(Cl)c(Cl)c2)OCCCC[C@H](C)Oc2ccc(NC(=O)c3ccncc3)cc2C1=O | -8 | 6 | -0.5 | 0.2 | 0 | 49 | -8 | 14
N#C/C(=C\c1c(N2CCC(C(N)=O)CC2)nc2ccccn2c1=O)C(=O)NCc1ccco1 | -7 | · | · | 0.0 | 0 | 3 | · | ·
Cc1ccc(OCCCC(=O)Nc2nc3ccccc3[nH]2)cc1 | -2 | 0 | 3.2 | 0.0 | -4 | -23 | -1 | -15
C[C@@H]1CN([C@H](C)CO)C(=O)Cc2cc(NC(=O)CCC(F)(F)F)ccc2O[C@@H]1CN(C)C(=O)NC1CCCCC1 | 8&0 | -1 | -1.1&0.6 | -0.8&0.3 | -5&-2 | -5&-11 | 17 | 3&6
CCNC(=S)N1CCN(Cc2ccccc2)CC1 | -11 | 3 | · | 0.0 | · | 8 | -10 | 5
CC1CCCCN1C(=O)Cn1cnc2cc([N+](=O)[O-])ccc2c1=O (stereo not drawn) | 6 | 5 | -0.1 | 0.1 | 2 | -2 | -3 | -8
CO[C@@H]1CC[C@H]2CCOc3c(C#N)cccc3C(=O)N(C)CC3(CCCCC3)CC(=O)N(C)C[C@H]1O2 | 8 | -4 | -2.3 | 0.0 | -5 | -22 | 9 | -1
C=CCn1c(-c2cccc(OC)c2OC)n[nH]c1=S | 10 | 0 | -0.9 | 0.1 | -4 | 12 | -6 | 9
O=C(CSc1nnc(-c2ccncc2)o1)c1cccc([N+](=O)[O-])c1 | -15 | -1 | 0.1 | 0.1 | 1 | 25 | -5 | 19
O=C(COC(=O)CNC(=O)c1ccccc1F)Nc1ccc2c(c1)OCCO2 | -12 | 0 | 3.0 | -0.1 | -31 | 10 | -8 | 4
C/C(=N\N=C1\NC(=O)C(CC(=O)O)S1)c1ccccn1 (stereo not drawn) | 14 | 0 | 5.8 | 0.0 | · | 6 | -2 | 10
COC(=O)[C@@]12C[C@@H](CC(=O)N3CCN(C(=O)C4CC4)CC3)C(=O)N(Cc3ccccc3)C1=CCC(C)(C)C2 | -12 | 1 | -6.1 | 0.1 | · | -1 | 10 | -18
O=C(c1cnccn1)N1CC(=O)N2[C@H](CO)[C@@H](c3ccc(-c4ccc(F)cc4)cc3)[C@@H]2C1 | 3 | -2 | 0.1 | 0.4 | · | · | -2 | ·
CCC(=O)Nc1c(-c2ccccc2Cl)c(=O)c2ccccc2n1CC | 14 | -3 | -2.5 | 0.1 | 4 | 6 | -4 | 4
CCCC[C@@H]1CNC(=S)N1CCC12CC3CC(CC(C3)C1)C2 | -6 | 3 | 1.2 | 0.2 | 1 | -12 | -6 | 30
COc1ccc(S(=O)(=O)NCC2CCCN(C(=O)CCSC)C2)cc1 (stereo not drawn) | 2 | 1 | -2.1 | 0.1 | -5 | -3 | 4 | -9
N#CCCN(C(=O)COC(=O)c1cc2ccccc2oc1=O)c1ccccc1 | -14 | -12 | 0.7 | -0.1 | 1 | 11 | 1 | -4
COc1ccc2[nH]cc(S(=O)(=O)c3ccc(F)cc3)c(=O)c2c1 | 8 | 5 | -7.5 | 0.0 | 4 | 5 | ? | 2
C[C@@H]1CN([C@@H](C)CO)C(=O)CCCn2nncc2CO[C@H]1CN(C)C(=O)Nc1cccc2ccccc12 | -1&-7 | 7&-4&6 | 0.9&-3.5&1.0 | 0.0&0.0 | -5&4 | -17&8 | -11&4 | 7&14&4
Cc1ccc2c(c1)c(CC(=O)Nc1ccc(F)cc1)c(C(=O)O)n2C | -5 | -3 | -1.6 | · | -8 | · | -7 | -14
COC(=O)[C@@H](N[C@H](/C=C/c1ccccc1)[C@@H](O)Cc1ccccc1)C(C)C | · | 4 | -1.3 | 0.5 | · | -27 | -7 | 3
Cc1ccc(S(=O)(=O)Nc2ccc3c(c2)CC(=O)N([C@@H](C)CO)C[C@@H](C)[C@H](CN(C)Cc2ccc(-c4ccccc4)cc2)O3)cc1 | · | -4 | 3.0 | · | 23 | · | 15 | 28
CC(=O)c1c(C)[nH]c(C(=O)CN2CCN(S(=O)(=O)c3ccccc3F)CC2)c1C | -12 | -12 | 3.4 | 0.2 | 2 | 16 | 9 | -3
O=C(COC(=O)c1n[nH]c2ccccc12)NC(=O)NC1CCCCC1 | -7 | 2 | · | · | 0 | 6 | · | ·
Cc1ccc(C(=O)CSc2nnc(-c3ccco3)n2C)cc1 | 3 | -2 | -0.3 | 0.0 | -4 | -34 | 1 | -35
O=C(c1cccc(F)c1)N1C[C@H]2[C@@H](c3ccccc31)[C@@H](CO)N2C(=O)C1CCOCC1 | 2 | 1 | 0.0 | 0.3 | -3 | -5 | -3 | -2
